pAkt inh: blocks phosphorylation of Akt | Neuro2A IGF-stimulated pAkt S473 HTRF, 20 min; active compounds read low | AID 651550 | hit rate 0.32% among 360,000 | activity change, % for hits at 50 µM; in the data active = activity change below about -80%; inconclusive = mostly about -51% to -80%; note: % is set by controls: 0 for no effect and ±100 for the full control effect
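Neuro2A cells in DMEM with 0.5% FBS, overnight at 37 deg C, given compound at single 50 µM final, then IGF (6 nM final) for 20 min at 37 deg C. Lysed; phospho-Akt Ser473 by HTRF after 24 h, 665/615 ratio.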
EPAC2 agonist: agonists of human EPAC2 (RAPGEF4); Potency, µM (titrated, usually from 154 µM), for inactives: at the top dose activation, hits mostly activators; Q8WZA2; EPAC2 activation, biochemical qHTS; response scale: 100% = 6.5 mM cAMP response; hit rate 0.079% among 360,000; AID 720711; note: potency is the fitted concentration of half-maximal effect; nearly all actives have a fitted effect of over 50% in size
Target sequence (Q8WZA2 whole entry, looked up): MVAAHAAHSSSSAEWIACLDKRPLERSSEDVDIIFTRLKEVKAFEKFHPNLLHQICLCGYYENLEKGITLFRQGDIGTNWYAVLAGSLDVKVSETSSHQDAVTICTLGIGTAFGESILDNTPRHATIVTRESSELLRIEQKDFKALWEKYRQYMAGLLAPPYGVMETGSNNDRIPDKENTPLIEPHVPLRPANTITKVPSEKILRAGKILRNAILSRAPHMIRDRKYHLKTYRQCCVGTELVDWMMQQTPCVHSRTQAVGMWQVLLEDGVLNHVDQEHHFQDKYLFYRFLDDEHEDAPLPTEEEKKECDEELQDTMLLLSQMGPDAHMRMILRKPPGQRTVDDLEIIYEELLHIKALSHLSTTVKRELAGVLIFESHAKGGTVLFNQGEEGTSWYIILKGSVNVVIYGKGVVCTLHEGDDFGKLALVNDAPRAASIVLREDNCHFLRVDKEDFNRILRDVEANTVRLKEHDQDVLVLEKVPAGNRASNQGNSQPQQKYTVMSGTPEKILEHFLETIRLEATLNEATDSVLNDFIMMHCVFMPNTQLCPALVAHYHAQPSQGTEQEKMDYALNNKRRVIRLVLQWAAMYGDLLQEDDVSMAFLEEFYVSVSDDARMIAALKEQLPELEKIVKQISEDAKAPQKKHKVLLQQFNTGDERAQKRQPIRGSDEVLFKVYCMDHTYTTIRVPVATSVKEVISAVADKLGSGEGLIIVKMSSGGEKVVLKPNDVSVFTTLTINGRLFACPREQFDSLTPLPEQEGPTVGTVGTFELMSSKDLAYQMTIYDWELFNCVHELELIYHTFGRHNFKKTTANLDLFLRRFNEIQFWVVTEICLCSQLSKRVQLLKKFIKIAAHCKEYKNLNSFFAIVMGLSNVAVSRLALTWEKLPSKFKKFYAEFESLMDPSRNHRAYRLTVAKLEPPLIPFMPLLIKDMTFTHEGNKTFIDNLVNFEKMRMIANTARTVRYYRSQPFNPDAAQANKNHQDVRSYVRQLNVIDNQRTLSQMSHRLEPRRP
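Fluorescence exchange assay: 100 nM EPAC2 with 250 nM RAP1B-BODIPY-GDP and 50 uM GDP; compounds tested as a concentration-titration series (qHTS). Loss of Rap1-bound BODIPY-GDP fluorescence read at 480/540 nm; data normalized to 6.5 mM cAMP.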
A549 tox: counter-screen for Nrf2 inhibitors: cytotoxicity in A549 cells. Potency, µM (top dose mostly 46 µM), for the others: at the top dose activity change, negative = cytotoxicity, hits mostly inhibitors. AID 504648. hit rate 0.16% among 390,000. A549 ARE-Fluc cells, CellTiter-Fluor viability, 18-24 h; note: potency is the fitted concentration of half-maximal effect; % is set by controls: 0 for no effect and ±100 for the full control effect
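A549 ARE_Fluc cells in 5% FBS OPTI-MEM were exposed to compounds in concentration-response for 18-24 h at 37 deg C. Viability was read by CellTiter-Fluor fluorescence (Ex 405/Em 525) after 30 min, before the luciferase read.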
Nrf2 ARE act: activators of Nrf2 (ARE) signaling; AID 624171; AREc32 ARE-luciferase reporter (MCF7-derived line), luminescence, 24 h; hit rate 0.31% among 410,000; Potency, µM (series often up to 46.1 µM), inactives show at the top dose activation, usual class: activators; note: potency is the fitted concentration of half-maximal effect; % of control where 0% means no effect; nearly all actives have a fitted effect of over 65% in size
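Cells of the AREc32 ARE-luciferase line are plated in OPTI-MEM containing 5% FBS and left overnight at 37 deg C. Compounds are pinned in, incubation continues 24 hr, and firefly luciferase signal is then measured.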
Nrf2 block: Nrf2 pathway inhibition | Potency, µM (doses to about 46 µM), without a hit: top-dose activity change, negative = inhibition, actives largely listed as inhibitors | A549 ARE-Fluc reporter, luciferase luminescence, 18-24 h | AID 504444 | hit rate 2.1% among 360,000; note: potency is the fitted concentration of half-maximal effect; % is set by controls: 0 for no effect and ±100 for the full control effect; nearly all actives have a fitted effect of over 60% in size
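Nrf2 activity is the BugLite luminescence, read 15 min after reagent at room temperature, following CellTiter-Fluor cytotoxicity readout (30 min, 37C). Compound titrations were applied for 18-24 h to 5000 A549 ARE_Fluc cells/well in 5% FBS OPTI-MEM.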
EPAC2 antagonist: antagonists of human EPAC2; EPAC2 GEF exchange of Rap1B-BODIPY-GDP, fluorescence; Q8WZA2; Potency, µM (highest dose often 114 µM), for the others: at the top dose activity, negative = inhibition, hits mostly inhibitors; AID 720708; hit rate 0.18% among 360,000; note: potency is the fitted concentration of half-maximal effect; % is set by controls: 0 for no effect and ±100 for the full control effect; nearly all actives have a fitted effect of over 45% in size; many of its hits are not listed in these tables
TGFb inhibitor: inhibitors of TGF-b signaling | HepG2 CAGA-GFP TGF-b/SMAD3 reporter, GFP fluorescence, 18 h; TGF-beta stimulated, 500 pg/mL final | AID 588855 | hit rate 1.2% among 410,000 | Potency, µM (highest dose often 46.1 µM), for inactives: at the highest dose activity, negative = inhibition, most hits filed as inhibitors; note: potency is the fitted concentration of half-maximal effect; % is set by controls: 0 for no effect and ±100 for the full control effect; nearly all actives have a fitted effect of over 65% in size
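Using HEPG2 CAGA-GFP reporter cells at 1000 cells/well, we pinned test compounds, stimulated with recombinant TGF-beta (500 pg/mL final) and measured total well GFP after 18 h.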
CCT modulator: cytosolic chaperonin activity modulation | purified chaperonin ATPase assay, HTRF ADP detection, 30 min | hit rate 0.3% among 360,000 | activity change, % (test concentration not listed), hits read low; in the data active = activity change below about -30%; note: % is set by controls: 0 for no effect and ±100 for the full control effect
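TRiC (40 or 20 nM final, by batch activity) in 30 mM Tris pH 7.4, 100 mM KCl, 5 mM MgCl2, 1 mM DTT was treated with compound at 76 uM single dose, then 10 uM ATP, 30 min at 37 °C. ADP was read by HTRF Transcreener.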
MmCpn inh: inhibitors of Methanococcus maripaludis chaperonin (MmCpn). AID 504842. hit rate 0.031% among 330,000. purified Mm-Cpn ATPase, ADP Transcreener TR-FRET. Potency, µM (highest dose often 76.9 µM), inactives show at the highest dose activity, negative = inhibition, most hits filed as inhibitors; note: potency is the fitted concentration of half-maximal effect; % is set by controls: 0 for no effect and ±100 for the full control effect; nearly all actives have a fitted effect of over 80% in size
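Purified archaeal Mm-CPN (25nM final) preincubated 10 min at 37degC with compound, then 10uM ATP for 30 min at 37degC; ADP measured by HTRF Transcreener TR-FRET; buffer 30 mM TRIS pH 7.4, 100mM KCl, 5mM MgCl2, 1mM DTT.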
The depositor's hits bear a star. Unless noted, calls come from the whole dose curve; as a rule, active = well fitted curve in the direction sought with a large enough effect; inconclusive = small, poorly fitted or top-dose-only effect, or another doubt; inactive = no such curve, though single readings can be large; an effect the other way counts as inactive or inconclusive. Only part of the results is shown; the hit share may differ from the screen's.

Screening CCOC(=O)c1ccoc1CSCC(=O)N1CCN(S(=O)(=O)c2ccc(C)cc2)CC1 returned pAkt inh inactive, EPAC2 agonist 9%, A549 tox -2%, Nrf2 ARE act 0.1%, Nrf2 block -29%, EPAC2 antagonist 0%, TGFb inhibitor 1%, CCT modulator -0.5 and MmCpn inh -2%.
For CN(C)c1cccc(NC(=O)c2ccc(-c3ccc(F)c(F)c3)c3ccoc23)c1 the results were pAkt inh inactive, EPAC2 agonist 17%, Nrf2 ARE act 3.5%, EPAC2 antagonist 0%, TGFb inhibitor 5% and CCT modulator -0.6.
Screening COC(=O)C1CCN(C(=O)COC(=O)CNC(=O)c2ccc(Cl)cc2Cl)CC1 returned pAkt inh inactive, EPAC2 agonist 6%, A549 tox 11%, Nrf2 ARE act -0.8%, Nrf2 block -4%, EPAC2 antagonist 4%, TGFb inhibitor 1%, CCT modulator -0.4 and MmCpn inh 1%.
`O=Cc1cc2c(cc1[B-](F)(F)F)OCO2` gave pAkt inh inactive, EPAC2 agonist 10%, A549 tox 0%, Nrf2 ARE act 21%, Nrf2 block -26%, EPAC2 antagonist -3%, TGFb inhibitor -7% and CCT modulator -1.7.
For CC1CCCN(S(=O)(=O)c2cc3c4c(c2)C(C)C(=O)N4CCC3)C1 (stereo not given) the results were pAkt inh inactive, EPAC2 agonist -2%, A549 tox 1%, Nrf2 ARE act 0.1%, Nrf2 block -14%, EPAC2 antagonist 2%, TGFb inhibitor 2%, CCT modulator -1.0 and MmCpn inh 1%.
Screening COc1ccc(NC(=O)[C@H](C)NC(=O)C2CCN(S(=O)(=O)c3ccc(OC)cc3)CC2)cc1 returned pAkt inh inactive, EPAC2 agonist 11%, A549 tox -7%, Nrf2 ARE act 0.5%, Nrf2 block 10%, EPAC2 antagonist -2%, TGFb inhibitor 0%, CCT modulator -2.8 and MmCpn inh 0%.
Screening COc1ccc(N(C)S(=O)(=O)c2cccc(C(=O)Nc3cccc(C(=O)NC4CC4)c3)c2)cc1 returned pAkt inh inactive, EPAC2 agonist 27%, A549 tox 1%, Nrf2 ARE act 0.0%, Nrf2 block inconclusive, EPAC2 antagonist 24%, TGFb inhibitor 6%, CCT modulator 3.8 and MmCpn inh -4%.
Screening Cn1c(=O)[nH]c(=O)c2c1nc(Br)n2CC(O)COCc1ccccc1 (stereo not given) returned pAkt inh inactive, EPAC2 agonist 1%, A549 tox -2%, Nrf2 ARE act 0.2%, EPAC2 antagonist 1%, TGFb inhibitor 4%, CCT modulator -1.9 and MmCpn inh 3%.
`COc1ccc(S(=O)(=O)N2CCC(C(=O)NCc3ccccn3)CC2)cc1OC` gave pAkt inh inactive, EPAC2 agonist 5%, A549 tox 4%, Nrf2 ARE act -0.8%, Nrf2 block 11%, EPAC2 antagonist 12%, TGFb inhibitor 3%, CCT modulator -0.2 and MmCpn inh -1%.
For COc1ccc2nc(SCC(=O)NCC3CCCO3)c(C#N)cc2c1 (stereo not given) the results were pAkt inh inactive, EPAC2 agonist 6%, A549 tox -3%, Nrf2 ARE act 0.7%, Nrf2 block -1%, EPAC2 antagonist 4%, TGFb inhibitor -13%, CCT modulator -0.5 and MmCpn inh -3%.
`COCCCN(C(=O)c1ccc(-c2ccc(C(C)=O)cc2)o1)c1c(N)n(CC(C)C)c(=O)[nH]c1=O` gave pAkt inh inactive, EPAC2 agonist -7%, A549 tox 0%, Nrf2 ARE act 3.9%, Nrf2 block 20%, EPAC2 antagonist -4%, TGFb inhibitor -4% and CCT modulator 2.1.
`CNCc1ccccc1Sc1cc(O)ccc1O` gave pAkt inh inactive, EPAC2 agonist -2%, A549 tox 1%, Nrf2 ARE act inconclusive, Nrf2 block -4%, EPAC2 antagonist 14%, TGFb inhibitor inconclusive, CCT modulator -1.0 and MmCpn inh 1%.
`COc1cc(NS(=O)(=O)c2ccc(N/C=C\C(=O)c3ccc(F)cc3)cc2)nc(OC)n1` gave pAkt inh inactive, EPAC2 agonist -3%, A549 tox -11%, Nrf2 ARE act -0.1%, Nrf2 block -2%, EPAC2 antagonist 5%, TGFb inhibitor -2%, CCT modulator 1.1 and MmCpn inh 0%.
For CCC(=O)Oc1ccc(C2N(C(=O)CC)CCN2S(=O)(=O)c2ccc(C)cc2)cc1OC (stereo not given) the results were pAkt inh inactive, EPAC2 agonist 8%, A549 tox -4%, Nrf2 ARE act 0.6%, Nrf2 block 3%, EPAC2 antagonist -2%, TGFb inhibitor -3%, CCT modulator -1.2 and MmCpn inh 0%.
Screening CC(C)CC(N)c1csc(Nc2ncccn2)n1 (stereo not given) returned pAkt inh inactive, EPAC2 agonist 11%, Nrf2 ARE act -1.1%, EPAC2 antagonist 10%, TGFb inhibitor 11µM* and CCT modulator 0.4.
`COc1ccc(C(=O)NCc2nnc(SCC(=O)N3CCc4ccccc43)o2)cc1OC` gave pAkt inh inactive, EPAC2 agonist -3%, A549 tox 2%, Nrf2 ARE act -0.8%, Nrf2 block -14%, EPAC2 antagonist 8%, TGFb inhibitor -12%, CCT modulator -4.4 and MmCpn inh 0%.
Screening CC(C)(Cc1ccc(O)cc1)NC(=O)CC(=O)N=Nc1c(O)[nH]c2cc(Br)ccc12 returned pAkt inh inactive, EPAC2 agonist 10%, A549 tox 1%, Nrf2 ARE act 8.3%, Nrf2 block -2%, EPAC2 antagonist -4%, TGFb inhibitor 15%, CCT modulator -8.9 and MmCpn inh -4%.
`CC(=O)Nc1ccc(NC(=O)C2CCCN2C(=O)Nc2ccccc2[N+](=O)[O-])cc1` (stereo not given) gave pAkt inh inactive, EPAC2 agonist 1%, A549 tox -3%, Nrf2 ARE act -1.1%, Nrf2 block -9%, EPAC2 antagonist 0%, TGFb inhibitor 1%, CCT modulator -1.8 and MmCpn inh 4%.
COc1ccc(CCNC(=O)c2cc(S(=O)(=O)N3CCCCC3)ccc2Cl)cc1 was read as pAkt inh inactive, EPAC2 agonist 4%, A549 tox -12%, Nrf2 ARE act 0.8%, Nrf2 block inconclusive, EPAC2 antagonist 12%, TGFb inhibitor -24%, CCT modulator 0.9 and MmCpn inh 0%.
For Cc1ccc(C(=O)Nc2ccn(Cc3ccc(F)cc3)n2)o1 the results were pAkt inh inactive, EPAC2 agonist 2%, A549 tox -1%, Nrf2 ARE act 5.6%, Nrf2 block inconclusive, EPAC2 antagonist 3%, TGFb inhibitor 18%, CCT modulator -5.5 and MmCpn inh 0%.
CN1C(=O)C(CC(=O)O)S/C1=N\N=C\c1ccc(O)cc1O (stereo not given) was read as pAkt inh inactive, EPAC2 agonist 21%, A549 tox -2%, Nrf2 ARE act 0.3%, Nrf2 block -18%, EPAC2 antagonist 7%, TGFb inhibitor -7%, CCT modulator 1.0 and MmCpn inh 2%.
Screening CN(C)CCN(C)C1CN(C2CCCC2)S(=O)(=O)C1 (stereo not given) returned pAkt inh inactive, EPAC2 agonist -3%, Nrf2 ARE act -1.1%, EPAC2 antagonist 3%, TGFb inhibitor 4% and CCT modulator -3.1.
`CC(C)C(=O)NNC(=O)c1cc2sccc2s1` gave pAkt inh inactive, EPAC2 agonist 7%, A549 tox 26%, Nrf2 ARE act 7.6%, Nrf2 block 19%, EPAC2 antagonist 1%, TGFb inhibitor -27%, CCT modulator 0.4 and MmCpn inh 2%.
`COc1ccccc1C/C(N)=N/OC(=O)c1ccco1` gave pAkt inh inactive, EPAC2 agonist 8%, A549 tox -1%, Nrf2 ARE act 20%, Nrf2 block 4%, EPAC2 antagonist -7%, TGFb inhibitor -5%, CCT modulator -1.5 and MmCpn inh 3%.

Brought forward from above: 2 compounds; new compounds follow.
`CC(C)C(=O)NNC(=O)c1cc2sccc2s1` gave pAkt inh inactive, EPAC2 agonist 7%, A549 tox 26%, Nrf2 ARE act 7.6%, Nrf2 block 19%, EPAC2 antagonist 1%, TGFb inhibitor -27%, CCT modulator 0.4 and MmCpn inh 2%.
`COc1ccccc1C/C(N)=N/OC(=O)c1ccco1` gave pAkt inh inactive, EPAC2 agonist 8%, A549 tox -1%, Nrf2 ARE act 20%, Nrf2 block 4%, EPAC2 antagonist -7%, TGFb inhibitor -5%, CCT modulator -1.5 and MmCpn inh 3%.
Screening COc1ccc(OCC(=O)N2c3ccc(C)cc3C3CN(C)CCC32)cc1 (stereo not given) returned pAkt inh inactive, EPAC2 agonist 8%, A549 tox -4%, Nrf2 ARE act 0.5%, Nrf2 block 10%, EPAC2 antagonist 5%, TGFb inhibitor -5%, CCT modulator 2.4 and MmCpn inh -3%.
`COCCN1C(=O)/C(=C/c2ccc(OCc3ccc(C(=O)O)cc3)c(OC)c2)SC1=Nc1ccccc1` gave pAkt inh inactive, EPAC2 agonist -16%, A549 tox 21µM*, Nrf2 ARE act -0.5%, Nrf2 block inconclusive, EPAC2 antagonist -18%, TGFb inhibitor 9%, CCT modulator 0.4 and MmCpn inh 0%.
COCc1nc2ccccc2n1CCc1ccccc1 was read as pAkt inh inactive, EPAC2 agonist 10%, A549 tox 9%, Nrf2 ARE act 0.2%, Nrf2 block 1%, EPAC2 antagonist -1%, TGFb inhibitor -7%, CCT modulator -1.3 and MmCpn inh 0%.
Screening CCOC(=O)c1c(C)[nH]c(C(=O)Cn2c(=O)c3c(ncn3CC)n(Cc3ccccc3)c2=O)c1C returned pAkt inh inactive, EPAC2 agonist 12%, A549 tox -1%, Nrf2 ARE act 0.1%, EPAC2 antagonist 0%, TGFb inhibitor 0%, CCT modulator 1.0 and MmCpn inh -2%.
